RXFP1 antag: qHTS Assay for Antagonists of the Relaxin Receptor RXFP1; Relaxin receptor 1 (Homo sapiens), Q9HBX9; HEK293-RXFP1, relaxin-stimulated cAMP HTRF, 30 min; active compounds read low; activity change, negative = inhibition, % at 57.5 µM; 350,000 compounds, 0.59% hits;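 active means activity change of -60% or lower, but not beyond a set lower limit; inconclusive means change between -60% and -40%, or beyond the set limit; inactive means change above -40%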; further: on the % scale 0 is the no-effect control and ±100 the full control effect
D2 PAM: HTS Assay for Positive Allosteric Modulators of the Human D2 Dopamine Receptor: Primary Screen for Potentiators; D(2) dopamine receptor (Homo sapiens), P14416; HEK293 T-REx D2, calcium flux, EC20 dopamine potentiation; potentiation, % at 10 µM; 340,000 compounds, 0.34% hits; AID 485347, 2010;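 active means potentiation over 3 SD above the plate norm, cut at about 30% in these data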; further: 0% is about no effect
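Potentiation of an EC20 dopamine calcium response is measured in a force-coupled, tetracycline-inducible Hek293 Trex D2 line. Compound-only kinetic reads over 180 s flag agonists before dopamine addition.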
Vif-A3G inh: qHTS for Inhibitors of Vif-A3G Interactions: qHTS. DNA dC->dU-editing enzyme APOBEC-3G (Homo sapiens), Q9HC16. HeLa A3G-eYFP + Vif (tagged APOBEC3G with the HIV-1 protein that degrades it), YFP fluorescence, overnight. Potency, µM (highest dose often 46.1 µM), inactives show at the highest dose activity, negative = active, hits mostly inhibitors. 410,000 compounds, 0.076% hits;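 further: potency means the concentration at half of the fitted maximal effect; on the % scale 0 is the no-effect control and ±100 the full control effect; nearly all actives have a fitted effect of over 60% in size; hits raise eYFP signal because A3G escapes Vif-driven loss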
Target sequence (Q9HC16 whole entry, looked up): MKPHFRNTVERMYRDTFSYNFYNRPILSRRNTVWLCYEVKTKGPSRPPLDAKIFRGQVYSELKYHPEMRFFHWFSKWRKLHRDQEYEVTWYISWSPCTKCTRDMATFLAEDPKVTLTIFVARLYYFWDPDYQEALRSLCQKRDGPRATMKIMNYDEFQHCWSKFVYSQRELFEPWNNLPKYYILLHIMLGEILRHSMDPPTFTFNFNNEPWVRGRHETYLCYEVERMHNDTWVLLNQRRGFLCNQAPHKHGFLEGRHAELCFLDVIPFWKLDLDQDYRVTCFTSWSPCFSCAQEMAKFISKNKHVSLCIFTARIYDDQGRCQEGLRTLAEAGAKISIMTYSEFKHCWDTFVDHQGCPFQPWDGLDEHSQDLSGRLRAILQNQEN
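Read-out is eYFP fluorescence (Ex 488/Em 500-530) from Vif-expressing HeLa A3G-eYFP cells; more signal means A3G escaped Vif-mediated degradation. Cells plated overnight, compound pinned in, incubated overnight at 37 deg C.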
D1 ag: Allosteric Agonists of the Human D1 Dopamine Receptor: qHTS. D(1A) dopamine receptor (Homo sapiens), P21728. HEK293 T-REx D1 cells, calcium flux, agonist mode. activation, % at 2 µM. 360,000 compounds, 1% hits; in the data active means activation above about 30%; further: 0% is about no effect
Target sequence (P21728 whole entry, looked up): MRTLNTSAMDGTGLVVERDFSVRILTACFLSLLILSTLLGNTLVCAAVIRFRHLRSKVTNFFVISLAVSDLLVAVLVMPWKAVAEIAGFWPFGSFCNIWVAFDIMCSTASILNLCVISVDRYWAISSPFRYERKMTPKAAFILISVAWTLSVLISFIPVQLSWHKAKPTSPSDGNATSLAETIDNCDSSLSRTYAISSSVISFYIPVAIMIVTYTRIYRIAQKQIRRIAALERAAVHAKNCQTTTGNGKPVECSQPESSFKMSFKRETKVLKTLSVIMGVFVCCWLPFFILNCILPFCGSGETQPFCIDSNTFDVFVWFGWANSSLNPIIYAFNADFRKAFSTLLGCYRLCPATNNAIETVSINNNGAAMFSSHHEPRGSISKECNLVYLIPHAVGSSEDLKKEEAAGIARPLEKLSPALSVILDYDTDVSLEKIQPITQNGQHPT
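Tetracycline-induced HEK293 TREx D1 cells, force-coupled to calcium signalling, were dye-loaded with a no-wash calcium kit. Compound was pin-added after a 10 s baseline. Fluorescence was read kinetically at 1 cycle/s for 180 s, with calcium rises flagged as agonism.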
Vif-A3F inh: qHTS for Inhibitors of Vif-A3F Interactions: qHTS | AID 602313, 2012 | Potency, µM (top dose mostly 46.1 µM), without a hit: at the top dose activity, negative = active | 390,000 compounds, 0.2% hits | HeLa A3F-eYFP + Vif (tagged APOBEC3F with the HIV-1 protein that degrades it), YFP fluorescence increase; further: potency means the concentration at half of the fitted maximal effect; % of control where 0% means no effect; nearly all actives have a fitted effect of over 65% in size
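Fluorescence increase (Ex 488/Em 500-530) after overnight compound treatment at 37 deg C flags inhibition of Vif-driven A3F-eYFP loss in stable HeLa A3F-eYFP/Vif cells seeded overnight beforehand.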
RXFP1 ag: qHTS Assay for Agonists of the Relaxin Receptor RXFP1; Relaxin receptor 1 (Homo sapiens), Q9HBX9; HEK293T-RXFP1 cAMP TR-FRET, 30 min; response scale: percent of porcine relaxin response, buffer zero; Potency, µM (doses to about 57.5 µM), for the others: at the top dose activation, usual class: activators; 370,000 compounds, 0.3% hits; further: potency means the concentration at half of the fitted maximal effect; on the % scale 0 is the no-effect control and ±100 the full control effect; nearly all actives have a fitted effect of over 60% in size; many of its hits are not listed in these tables
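HEK293 cells stably expressing RXFP1, treated 30 min at 37C with compounds plus PDE4 inhibitor Ro 20174; cAMP measured by HTRF TR-FRET. Normalized to buffer and 29 nM porcine relaxin; EC50 by Hill fit.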
D1 antag: Antagonist of Human D 1 Dopamine Receptor: qHTS | activity change, negative = inhibition, % at 10 µM | 360,000 compounds, 3.2% hits | HEK293 TREx D1 cells, calcium flux, dopamine EC80; active compounds read low | D(1A) dopamine receptor (Homo sapiens), P21728; in the data active means activity change below about -30%; further: on the % scale 0 is the no-effect control and ±100 the full control effect
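Allosteric or orthosteric antagonism assessed as attenuation of the calcium response to EC80 dopamine, added 180 s after compound, in induced HEK293 Trex D1 cells loaded with no-wash calcium dye.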
Glioma ERSR ind: qHTS for Inducers of the Endoplasmic Reticulum Stress Response (ERSR) in Human Glioma: qHTS; U87-MG GRP78 promoter luciferase reporter, 16 h; Potency, µM, for inactives: at the highest dose activation, actives largely listed as activators; 420,000 compounds, 0.02% hits; AID 602332, 2012; further: potency means the concentration at half of the fitted maximal effect; series mostly up to about 76 µM; % of control where 0% means no effect; nearly all actives have a fitted effect of over 35% in size
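Stably transfected U87-MG human glioma cells carrying a GRP78-based luminescent sensor were seeded at 1000 cells/well, pin-dosed with compounds and incubated 16 h. Luciferase reagent was then added, and end-point luminescence was read after 10 min at room temperature.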
D1 potentiator: Potentiators of Human D1 Dopamine Receptor: qHTS; AID 504651, 2011; D(1A) dopamine receptor (Homo sapiens), P21728; HEK293 TREx D1 cells, calcium flux, dopamine EC20 potentiation; potentiation, % at 10 µM; 360,000 compounds, 0.036% hits; in the data active means potentiation above about 30%; further: 0% is about no effect
* = called active by the depositor; ? = inconclusive; . = no result given; & = joins results of further samples. Unless noted, the call rests on the fitted dose curve; in most records, active means well fitted curve in the direction sought with a large enough effect; inconclusive means small, poorly fitted or top-dose-only effect, or another doubt; inactive means no such curve, though single readings can be large; an effect the other way counts as inactive or inconclusive. These rows are one share of the data; count on the stated rates, not on these rows.

SMILES	RXFP1 antag	D2 PAM	Vif-A3G inh	D1 ag	Vif-A3F inh	RXFP1 ag	D1 antag	Glioma ERSR ind	D1 potentiator
O=C(Cc1ccccc1F)Nc1cc(S(=O)(=O)N2CCCCC2)ccc1N1CCOCC1	-3	.	-3%	.	5%	.	.	-1%	.
O=[N+]([O-])c1ccc(CSC2=NCCN2)cc1	10	-2	-1%	0	-6%	-0.5%	22	-4%	-5
COc1ccc(O)c(CN2CCN(C/C=C/c3ccccc3)CC2)c1	2	-18	6%	1	-6%	0.1%	9	2%	-9
O=C(NC1CCCC1)C(c1cccnc1)N(C(=O)c1csnn1)c1ccccc1 (configuration not stated)	1	14	-4%	2	-8%	1.0%	-4	0%	4
C[n+]1ccn(CC(=O)c2cc(C(C)(C)C)c(O)c(C(C)(C)C)c2)c1	-3	8	0%	2	4%	-1.0%	13	-5%	5
C/C(=N/NS(=O)(=O)c1cc(C)ccc1C)c1ccncc1	-1	-3	-7%	2	-1%	2.0%	-3	3%	1
Cc1ccc(S(=O)(=O)N/N=C\c2ccc(C)o2)cc1	-11	4	-4%	2	-4%	0.9%	11	-2%	-2
CCOc1ccc(-c2cn3c(n2)sc2cc(C(=O)NCCCc4ccccc4)ccc23)cc1	7	-4	1%	-1	1%	2.8%	9	1%	0
NNC(=O)CNC(c1ccccc1)c1cc(Br)ccc1NC(=O)CCN1CCOCC1 (configuration not stated)	-7	-6	-18%	7	-13%	-3.0%	0	-4%	4
COc1ccc(-c2c[n+](CC(=O)OC3CC(C)CCC3C(C)C)c3n2CCC3)cc1 (configuration not stated)	?	-14	2%	2	0%	-1.0%	12	-1%	-3
COc1cccc(C2CC(c3ccc(C(C)C)cc3)n3nc(N)nc3N2)c1 (configuration not stated)	5	.	2%	3	-4%	1.3%	8	-4%	1
CCc1ccc2oc(=O)cc(CN3CCCCC3C)c2c1 (configuration not stated)	?	4	-5%	11	-1%	0.1%	9	-1%	-6
CCN(CC(=O)Nc1ccccc1C(=O)OC)S(=O)(=O)c1ccccc1	-26	6	0%	1	0%	-0.1%	1	-6%	0
COc1nc(N=C(N)N)nc2c(C)cccc12	-2	.	0%	.	0%	1.5%	.	-6%	.
COc1ccc(CCNC(=O)CC2Nc3cc(C)c(C)cc3NC2=O)cc1OC (configuration not stated)	9	8	?	1	?	-0.5%	1	-3%	-7
CN(CCCC(=O)O)S(=O)(=O)c1ccc2c(c1)C(=O)c1cc(S(=O)(=O)N(C)CCCC(=O)O)ccc1-2	-1	7	-2%	1	2%	1.1%	9	-2%	5
CC(=O)C[C@H](O)CC(=O)[C@H]1OC(=O)CCCCCCCc2ccccc21	.	-2	1%	6	-1%	-1.7%	-12	-2%	0
Cc1nc2scc(C)n2c(=O)c1S(=O)(=O)Nc1ccc(N2CCOCC2)c(Cl)c1	-1&9	14&-7	3%&8%	12&14	-13%&3%	4.3%&0.4%	-9&-8	-5%&-4%	-7&-4
CSc1nnc(Cn2c(=O)sc3ccccc32)n1-c1ccccc1	0	9	1%	3	6%	-0.9%	2	-1%	-3
COc1ccc(C)cc1NC(=O)c1cc(C2CC2)nc2c1c(C)nn2C1CCS(=O)(=O)C1 (configuration not stated)	-5	.	1%	.	8%	.	.	-5%	.
COc1cccc(Nc2nc(-c3ccccc3)c3cc(C)ccc3n2)c1	-22	2	3%	3	-1%	0.1%	-9	-3%	2
CN1/C(=C/c2cccc[n+]2C)Sc2ccccc21	-3	-7	?	2	?	2.5%	1	2%	7
CC(=O)Nc1cccc(C(=O)NC2CCCc3c2cnn3-c2ccccc2F)c1 (configuration not stated)	0	-6	6%	3	5%	0.5%	-2	-3%	-4
Cc1cc(C)cc(N2CCCn3c2nc2c3c(=O)[nH]c(=O)n2C)c1	1	.	0%	3	4%	1.2%	5	2%	-5
NC(=O)NCc1ccc(F)cc1	-5	-1	0%	2	10%	0.3%	20	-5%	-2
Cc1ccc([N+](=O)[O-])cc1N=Nc1c(-c2ccc([N+](=O)[O-])cc2)[nH]n(C(N)=S)c1=O	-6	-1	4%	29	5%	0.0%	-17	-7%	-10
CCn1c(=O)n(CC)c2cc(N3CCCC3)c(NC(=O)c3cccc(OC)c3)cc21	1	-5	-5%	2	14%	-0.5%	3	0%	0
Cc1ccc(C)c(N=Cc2cc3c(cc2[N+](=O)[O-])OCO3)c1	-17	.	0%	0	5%	0.3%	0	-4%	1
COc1cccc(OCCNC(=O)c2ccccc2Sc2ccccc2C#N)c1	2	-15	3%	5	-25%	0.0%	-15	-3%	-1
FC(F)Oc1ccc(NC(=S)NCCc2ccccn2)cc1	-10	.	4%	3	2%	1.7%	7	3%	-5
COc1cc(C2CC(=O)Nc3c2c(=O)[nH]c2ncnn32)ccc1O (configuration not stated)	2	14	1%	-1	8%	9.5%	2	-4%	-1
CCc1nn(CC(=O)N2CCN(c3cccc(C(F)(F)F)c3)CC2)c(=O)c2cccn12	3	6	-1%	24	0%	-0.7%	-41*	-6%	-5
COc1ccc(N(C)C(=O)Cn2c(=O)oc3ccccc32)c(OC)c1	19	-12	-7%	1	-3%	2.7%	-8	-7%	-10
CC(C)Cc1oc(C(=O)O)cc1CN	-21	2	1%	2	1%	0.8%	-9	0%	-2
COc1cccc(-c2nnc(NC(=O)CCS(=O)(=O)c3ccc(C)cc3)o2)c1	-22	-10	-14%	0	?	0.0%	-16	0%	0
CCOC(=O)C1(CCCc2ccccc2)CCN(C(=O)c2ocnc2C)CC1	-1	3	0%	4	1%	-3.2%	6	2%	3

Structures from the list above that have an aryl thioether with sulfur outside any ring:
SMILES	RXFP1 antag	D2 PAM	Vif-A3G inh	D1 ag	Vif-A3F inh	RXFP1 ag	D1 antag	Glioma ERSR ind	D1 potentiator
CSc1nnc(Cn2c(=O)sc3ccccc32)n1-c1ccccc1	0	9	1%	3	6%	-0.9%	2	-1%	-3
COc1cccc(OCCNC(=O)c2ccccc2Sc2ccccc2C#N)c1	2	-15	3%	5	-25%	0.0%	-15	-3%	-1

Continuation.
SMILES	RXFP1 antag	D2 PAM	Vif-A3G inh	D1 ag	Vif-A3F inh	RXFP1 ag	D1 antag	Glioma ERSR ind	D1 potentiator
COc1cc([C@@H]2CC=C(C(=O)O)CN2S(=O)(=O)c2ccc(C)cc2)cc(OC)c1OC	.	-6	-1%	1	4%	0.9%	0	-3%	1
CC(C)(C)C(=O)Nc1ccc(C(=O)COC(=O)c2ccccn2)cc1	3	.	0%	.	4%	.	.	-2%	.
COc1ccc(-c2nc3ccccc3n2CCC(C)C)cc1OC	-8	4	-6%	0	-10%	0.3%	11	-2%	2
CC(C)n1nc(C(=O)Oc2cc(Cl)ccc2Cl)c2ccccc2c1=O	.	10	-3%	10	4%	1.0%	-6	-2%	-5
CC(=O)N1N=C(c2cccc(Cl)c2)OC1c1cccc([N+](=O)[O-])c1 (configuration not stated)	3	8	-10%	0	-10%	0.4%	2	-1%	-6
COc1cccc(NC(=O)C(NCC2CCCCC2)c2ccccc2)c1 (configuration not stated)	-5	-10	-8%	0	-4%	0.4%	14	-2%	-3
CN(C(=O)CN1C(=O)S/C(=C\c2ccc(F)cc2)C1=O)C1CCS(=O)(=O)C1 (configuration not stated)	12	1	-5%	5	-4%	-4.2%	8	0%	-1
Cc1ccc(/C=C2\Oc3cc(OCC(=O)NN)ccc3C2=O)o1	-4	6	-11%	2	-14%	1.0%	12	-1%	-9
C=CCn1c(-c2c[nH]c3ccccc23)n[nH]c1=S	-12	16	-3%	1	0%	-1.3%	2	-1%	-1
COc1ccc(C(C)NC(=S)NCc2ccc(F)cc2)cc1OC (configuration not stated)	-1	6	1%	11	1%	-1.2%	-3	0%	7
CC(=O)c1ccc(Oc2ccc(C(C)=O)cc2)cc1	-3	-2	-7%	3	3%	-0.3%	-16	-3%	-5
COC(=O)c1c(C)c[nH]c1C	.	.	0%	-2	-6%	0.8%	3	-2%	1
Cc1ccccc1OCCOC(=O)c1ccc(S(=O)(=O)N2CCCC2)cc1	6	-11	-13%	13	-8%	2.0%	-31*	1%	-1
O=C(O)CCC(=O)N1CCc2cc(S(=O)(=O)N3CCN(c4ccc(F)cc4)CC3)ccc21	6	1	1%	4	0%	-0.9%	-3	-4%	.
COc1cccc(-c2ccc3c(N)c(C(=O)c4ccc(Cl)cc4)sc3n2)c1	.	-1	10µM*	98*	?	14%	-7	-5%	1
CC(C)OCCCNC(=O)c1cc(-c2cccnc2)nc2ccccc12	3	23	1%	1	2%	4.1%	0	-3%	-9
COc1ccc(-c2ccc(SCC(=O)Nc3nccs3)nn2)cc1OC	-2	14	-4%	1	3%	?	8	1%	10
O=C1CCN(CCc2ccccc2)CCN1[C@H](CSc1ccccc1)Cc1ccccc1	.	-5	2%&-6%	13	-18%	-2.2%	-1	-3%&0%	-8
CC(Oc1ccccc1Cl)C(=O)Nc1ccc(S(=O)(=O)N2CCCC2)cc1 (configuration not stated)	-14	-4	2%	25	8%	0.8%	13	0%	4
COC(=O)c1ccccc1NC(=O)c1nc(S(=O)(=O)Cc2cccc(C)c2)ncc1Cl	1	2	-1%	1	-12%	1.1%	-14	1%	-2
COc1ccc(C=O)c(OC)c1	0	-20	-1%	-1	11%	2.0%	14	-6%	-3
O=C(COc1ccc(-n2cnnn2)cc1)Nc1ccccc1OC(F)F	3	8	0%	2	-9%	-1.4%	-6	0%	-8
CC1(OC(=O)CCc2ccccc2)C(=O)C=C2C=C(c3ccc(C#N)cc3)N(Cc3ccco3)C=C2C1=O (configuration not stated)	.	14	0%	1	0%	1.8%	1	?	2
COc1ccc(NC(=O)CN(C)CC(=O)Nc2sc3c(c2C#N)CCC3)cc1	-25	4	-12%	2	1%	-1.0%	-16	-1%	-3
